Screening results (PubChem)
RXFP1 antagonist: qHTS Assay for Antagonists of the Relaxin Receptor RXFP1; Relaxin receptor 1 (Homo sapiens), Q9HBX9; activity change, negative = inhibition, % at 57.5 µM; hit rate 0.59% among 350,000; HEK293-RXFP1, relaxin-stimulated cAMP HTRF, 30 min; hits give low values;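 active = activity change of -60% or lower, but not beyond a set lower limit; inconclusive = change between -60% and -40%, or beyond the set limit; inactive = change above -40%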; also: % is scaled to controls: 0 for no effect and ±100 for the full control effect
Tb PGK inh: qHTS Assay to Find Inhibitors of Phosphoglycerate Kinase; hit rate 0.043% among 380,000; PGK/GAPDH coupled, Kinase-Glo luminescence, 60 min; Potency, µM (doses to about 57.5 µM), inactives show top-dose activity change, negative = inhibition, hits mostly inhibitors; also: potency is read from the fitted curve at half-maximal effect; % is scaled to controls: 0 for no effect and ±100 for the full control effect; nearly all actives have a fitted effect of over 60% in size
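Luminescent ATP detection (Kinase-Glo Plus) follows a 60-minute room-temperature incubation, with wells lacking PGK as controls. Buffer: 100 mM TEA (pH 7.6), 5 mM MgCl2, 0.01% Tween-20. Coupling enzyme GAPDH (100 nM final) supplies unstable 1,3-BPG in-well.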
POLH inh: qHTS for Inhibitors of Polymerase Eta | DNA polymerase eta (Homo sapiens), Q9Y253 | Potency, µM (top dose mostly 114 µM), for the others: at the top dose activity change, negative = inhibition, actives largely listed as inhibitors | hit rate 1.2% among 390,000 | recombinant Pol eta, fluorescent DNA replication assay; also: potency is read from the fitted curve at half-maximal effect; % is scaled to controls: 0 for no effect and ±100 for the full control effect
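Pol eta at 10 nM preincubated with compounds 15 min at room temperature; reaction started with fluorescent substrate (50 nM final) and read kinetically at 0 and 10 min.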
Pol iota inh: qHTS for Inhibitors of Polymerase Iota; Potency, µM (series often up to 115 µM), for the others: at the top dose activity, negative = inhibition, most hits filed as inhibitors; AID 588590, 2011; hit rate 1% among 390,000; DNA polymerase iota (Homo sapiens), Q9UNA4; Pol iota fluorescent replication assay, 10 min; also: potency is read from the fitted curve at half-maximal effect
Target sequence (Q9UNA4 whole entry, looked up): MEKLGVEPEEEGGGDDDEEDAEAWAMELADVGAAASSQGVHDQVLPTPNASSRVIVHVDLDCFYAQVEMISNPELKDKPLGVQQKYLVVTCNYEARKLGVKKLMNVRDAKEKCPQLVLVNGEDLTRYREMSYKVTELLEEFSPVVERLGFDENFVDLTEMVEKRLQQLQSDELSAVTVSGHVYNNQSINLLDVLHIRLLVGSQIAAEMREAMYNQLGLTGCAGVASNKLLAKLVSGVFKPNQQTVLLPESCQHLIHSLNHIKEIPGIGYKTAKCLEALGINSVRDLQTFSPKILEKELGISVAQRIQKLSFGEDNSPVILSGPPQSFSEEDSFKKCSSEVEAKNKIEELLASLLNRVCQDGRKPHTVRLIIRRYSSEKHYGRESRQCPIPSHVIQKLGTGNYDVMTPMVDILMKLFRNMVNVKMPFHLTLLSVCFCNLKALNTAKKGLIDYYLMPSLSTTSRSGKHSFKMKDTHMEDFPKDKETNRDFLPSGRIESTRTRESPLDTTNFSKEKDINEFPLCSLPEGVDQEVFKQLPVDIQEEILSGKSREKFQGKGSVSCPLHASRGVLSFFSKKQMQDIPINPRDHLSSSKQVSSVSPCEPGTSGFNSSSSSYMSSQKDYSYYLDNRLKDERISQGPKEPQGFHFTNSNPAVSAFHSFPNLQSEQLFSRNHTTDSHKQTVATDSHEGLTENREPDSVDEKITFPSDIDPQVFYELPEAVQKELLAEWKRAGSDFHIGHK
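Fluorescent replication assay read twice, at 0 min and 10 min after adding 50 nM (final) substrate. Enzyme (10 nM) and compounds were first incubated 15 min at room temperature; enzyme-free buffer wells were negative controls.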
POLK inh: qHTS for Inhibitors of Polymerase Kappa. DNA polymerase kappa (Homo sapiens), Q9UBT6. AID 588579, 2011. Potency, µM (highest dose often 107 µM), for inactives: top-dose activity, negative = inhibition, hits mostly inhibitors. purified Pol kappa, fluorescent DNA synthesis assay, 10 min. hit rate 0.53% among 400,000; also: potency is read from the fitted curve at half-maximal effect; % is scaled to controls: 0 for no effect and ±100 for the full control effect
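Kinetic fluorescence readout at 0 and 10 min followed reaction start with substrate at 50 nM final. Beforehand, enzyme (10 nM Pol kappa) stood 15 min with compound at room temperature; buffer-only wells were negative controls.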
Apoferritin bind: qHTS Assay for Identification of Novel General Anesthetics; Potency, µM (doses to about 77.5 µM), for inactives: at the highest dose activity change, negative = displacement, usual class: inhibitors; Ferritin light chain (Equus caballus), P02791; hit rate 0.074% among 350,000; apoferritin/1-aminoanthracene competitive binding, fluorescence; AID 485281, 2010; also: potency is read from the fitted curve at half-maximal effect; % is scaled to controls: 0 for no effect and ±100 for the full control effect; nearly all actives have a fitted effect of over 20% in size
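Horse-spleen apoferritin (10 uM) in 50% saturated 1-aminoanthracene in PBS was incubated 10 min at room temperature with compound. Fluorescence (ex 380, em 535 nm) was normalized to free and bound 1-AMA, with concentration-response fitted by a four-parameter Hill equation.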
APE1 inh: qHTS Assay for Inhibitors of the Human Apurinic/apyrimidinic Endonuclease 1 (APE1). hit rate 0.35% among 350,000. Potency, µM (titrated, usually from 65.8 µM), for inactives: at the top dose activity change, negative = inhibition, actives largely listed as inhibitors. AID 2517, 2012. recombinant APE1, TAMRA/BHQ-2 abasic DNA cleavage fluorescence. DNA repair nuclease/redox regulator APEX1 (Homo sapiens), P27695;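 also: potency is read from the fitted curve at half-maximal effect; plate controls were vehicle for no effect and reference inhibitor for full effect; nearly all actives have a fitted effect of over 55% in size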
Target sequence (P27695 whole entry, looked up): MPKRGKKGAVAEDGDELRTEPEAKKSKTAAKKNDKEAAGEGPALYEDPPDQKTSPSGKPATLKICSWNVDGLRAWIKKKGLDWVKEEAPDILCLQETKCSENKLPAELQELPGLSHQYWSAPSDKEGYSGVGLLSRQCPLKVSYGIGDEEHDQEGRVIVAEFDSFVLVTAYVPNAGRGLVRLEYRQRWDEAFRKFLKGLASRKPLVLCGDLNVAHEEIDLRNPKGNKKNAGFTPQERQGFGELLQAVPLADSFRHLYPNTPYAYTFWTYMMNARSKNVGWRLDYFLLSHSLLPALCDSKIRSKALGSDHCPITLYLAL
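APE1 at 0.75 nM final was preincubated with compound 15 min at room temperature, then 50 nM double-stranded THF abasic-site substrate (5'-TAMRA/3'-BHQ-2) was added. Fluorescence (ex 525/em 598 nm) was read kinetically; third-minus-first read gave activity.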
BLM helicase inh: qHTS Assay for Inhibitors of Bloom's syndrome helicase (BLM); RecQ-like DNA helicase BLM (Homo sapiens), P54132; recombinant BLM DNA unwinding, fluorescence dequenching; Potency, µM (series often up to 56.1 µM), for the others: at the highest dose activity change, negative = inhibition, actives largely listed as inhibitors; hit rate 0.2% among 350,000; AID 2528, 2010;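 also: potency is read from the fitted curve at half-maximal effect; plate controls were vehicle for no effect and no enzyme for full effect; nearly all actives have a fitted effect of over 35% in size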
Pol beta inh: qHTS Assay for Inhibitors of DNA Polymerase Beta. P06746. Potency, µM (series often up to 114 µM), without a hit: at the highest dose activity change, negative = inhibition, usual class: inhibitors. Pol beta primer extension/strand displacement, fluorescence kinetic. hit rate 1.3% among 340,000. AID 485314, 2010; also: potency is read from the fitted curve at half-maximal effect; % is scaled to controls: 0 for no effect and ±100 for the full control effect
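Curves were derived by four-parameter Hill fits of normalized qHTS data. The kinetic fluorescent primer-extension read was taken at 0 and 10 min after 50 nM substrate, following a 15 min room-temperature preincubation of 10 nM enzyme with compounds.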
* marks the source's active call; other numbers are inactive results; i = inactive; ? = inconclusive; . = not tested or not shown; [ ] = dose if it differs, or a comment. Unless noted, calls follow the shape of the dose curve; as a rule, active = well fitted curve in the direction sought with a large enough effect; inconclusive = small, poorly fitted or top-dose-only effect, or another doubt; inactive = no such curve, though single readings can be large; an effect the other way counts as inactive or inconclusive. Some of the compounds tested (hit frequency here may not be typical).

Order of results: Tb PGK inh | Pol beta inh | Pol iota inh | BLM helicase inh | Apoferritin bind | APE1 inh | POLK inh | POLH inh | RXFP1 antagonist
> Cc1ccc(CNC(=S)Nc2cc(C)ccc2OC(F)F)cc1
    i | 19% | 79%[activator] | -11% | ? | 3% | -9% | -7% | -13
> C#C[C@@]1(OC(C)=O)CC[C@@H]2[C@@H]3CCC4=C[C@@H](OC(C)=O)CC[C@H]4[C@H]3CC[C@]21C
    . | . | . | -4%[21.4 µM] | -2%[29.3 µM] | -5%[21 µM] | -7%[12 µM] | . | .
> COC(=O)c1c(-c2ccc(OC)cc2)sc2ccc(-c3ccc4c(c3)OCO4)cc12
    i | . | 3% | . | . | 15% | -28% | -16% | .
> Cc1nc(N2CCOCC2)nc(Oc2ccccc2)c1[N+](=O)[O-]
    -7% | -1% | -12% | -5% | -8% | -2% | -5% | -5% | -8
> COC(=O)c1c(N=CN(C)C)c(C#N)c2n1CCCC2
    2% | 1% | 10% | 1% | -7% | -2% | -1% | -11% | 12
> COc1cccc(NC(=S)NC(=O)c2cccnc2)c1
    5% | -12% | 72%[activator] | -4% | -11% | -1% | -2% | -22% | 6
> CC(C)c1ccc(NC(=O)CN2C(=O)c3cccc4cccc2c34)cc1
    5% | -1% | 19% | -8% | 56%[activator] | . | 2%[60.1 µM] | -13% | -1
> CCO/N=C(\N)c1[nH]ncc1Br
    -9% | 35% | -4% | 1% | 5% | 15% | 14% | 6% | 5
> CC(=O)N1N=C(c2cccc([N+](=O)[O-])c2)OC1c1ccc(Br)cc1 (stereo not given)
    -3% | 8% | 19% | -7% | -3% | 0% | 9% | -13% | 3
> O=C(c1ccc2c(c1)CCN2S(=O)(=O)c1ccccc1)N1CCN(c2ccccc2)CC1
    -4% | 12% | 16% | -5% | -11% | -12% | -7% | -18% | -12
> Cc1cccc(NC(=S)NCC2CCCO2)c1 (stereo not given)
    0% | 9% | 0% | -2% | -8% | 5% | -3% | -20% | 1
> COc1ccc2c(c1)C(=O)N(c1ccccc1)C(=O)C2
    -6% | 12% | 6% | -6% | -15% | 2% | 9% | -10% | -15
> COc1cc(OC)c(NC2c3ccccc3C(=O)N2c2cc(C)ccn2)cc1Cl (stereo not given)
    4% | 1% | 5% | 0% | 0% | 0% | -6% | -27% | 5
> C[C@H](CO)N1C[C@H](C)[C@@H](CN(C)C(=O)Nc2ccc3c(c2)OCO3)Oc2ccc(NS(=O)(=O)c3ccccc3)cc2C1=O
    -5% | . | -6% | . | . | 26% | -2% | -4% | .
> COc1cc(NC(=O)N(Cc2ccco2)C2CCN(C(C)=O)CC2)cc(OC)c1OC
    -15% | 12% | 6% | -1% | -8% | . | 3% | 1% | -10
> Cn1c(=O)n(Cc2ccccc2)c2ccccc21
    . | 17% | 3% | 1% | -5% | 9% | -9% | -5% | 8
> Fc1ccc(-c2nnc(-c3ccc(F)cc3)o2)cc1
    -8% | 1% | -15% | -6% | -8% | 26% | 8% | 3% | 0
> Cc1ccc(-n2ncc(C(=O)NCCCN3CCN(C)CC3)c2C2CCN(C(=O)OC(C)(C)C)CC2)c(C)c1
    -2% | 0% | 20% | 3% | -2% | . | 12% | -11% | -19
> Cc1ccc(NC2CCCCC2NS(=O)(=O)c2ccc(Cl)cc2)cc1 (stereo not given)
    i | -4% | 30% | -3% | -10% | -4% | 8% | -8% | -29
> COCCCNCCCOc1ccc(Cl)cc1C(C)(C)C
    i | 12% | 134%[activator] | 2% | -9% | 9% | -13% | -13% | ?
> COc1cc(NC(=O)c2noc3c2CSc2ccccc2-3)cc(OC)c1OC
    -2% | 1% | 18% | -2% | -7% | . | -20% | -4% | -6
> O=C1CN(CC(=O)NC(=O)NCc2ccccc2)CCN1
    1% | 27% | 0% | -1% | -10% | -4% | -17% | -13% | 23
> COc1cc(OC)c(NC(=O)CC(C)S(=O)(=O)c2ccc3c(c2)NC(=O)CO3)cc1Cl (stereo not given)
    6% | 33% | -3% | -1% | -10% | . | -14% | -10% | 0
> C=CCN1C=C/C(=C\C=C(C#N)C#N)c2ccccc21
    ? | -1% | ? | -2% | ? | 12% | -28% | ? | -39
> CC1(C)CC(O)C(C(O)c2cccc([N+](=O)[O-])c2)C(C)(C)N1 (stereo not given)
    3% | 20% | 3% | -4% | 1% | 3% | -9% | -11% | 31
> Cc1ccc2c(-c3csc(N)n3)c[nH]c2c1
    . | 52% | . | -14% | -7% | -12% | . | . | .
> COc1cc2c(C#N)c(N3CCN(C)CC3)nc(N)c2c(N)n1
    . | -6% | . | 32%[activator] | 117%[activator] | -10% | . | . | .
> CCOc1cc(C2C(C(=O)Nc3ccc(OC)cc3)=C(C)Nc3nc(SC)nn32)ccc1O (stereo not given)
    -10% | -18% | -2% | -7% | -11% | . | 1% | -9% | -8
> N#CCCN(C(=O)CO/N=C/c1cccc([N+](=O)[O-])c1)c1ccccc1
    0% | -25% | 3% | -2% | -18% | -2% | -7% | 0% | .
> CSc1nnc(CNC(=O)C23CC4CC(CC(C4)C2)C3)n1Cc1ccccc1
    -13% | -28% | 16% | 1% | ? | -3% | -1% | -11% | -6
> CCCCOc1ccc(C(NC(=O)OCC)NC(=O)OCC)cc1
    i | -2% | -1% | -2% | -9% | 3% | -5% | -21% | 3
> COc1cc2nc(CN3CCC(Cc4ccccc4)CC3)[nH]c(=O)c2cc1OC
    -2% | 14% | 34%[activator] | -3% | -7% | -6% | -4% | -2% | -10
> Cc1ccc2[nH]c3c(N4CCN(Cc5ccc6c(c5)OCO6)CC4)ncnc3c2c1
    . | ? | . | -11% | -6% | ? | . | . | .
> C/C=C\C=C/C(=O)Nc1cccc(C2=NOC3(C2)C[C@@H](C(N)=O)N(C(=O)COc2ccc(Cl)cc2)C3)c1 (stereo not given in full)
    i | 8% | ? | 2% | -11% | 1% | 1% | -12% | .
> CC1CCN(c2ccc(NC(=O)C3CCCN3S(=O)(=O)c3ccc(F)cc3)cc2)CC1 (stereo not given)
    -8% | . | -9% | . | . | -2% | -4% | -5% | -3
> COc1cc(C(=O)OCC(=O)NCc2ccc(F)cc2)ccc1OCC(C)C
    i | 1% | -22% | -1% | -5% | 13% | -2% | -21% | -10
> CC(C)CN(C(=O)COC(=O)c1nc(Cl)ccc1Cl)c1c(N)n(Cc2ccccc2)c(=O)[nH]c1=O
    -7% | 3% | 18% | -5% | -15% | 25% | -10% | -16% | -5
> COc1cnn(-c2ccc(C)cc2)c(=O)c1Br
    10% | -12% | 23% | -8% | -4% | 1% | 1% | -9% | 2
> CCOc1cccc(CN2CCCC(N3CCN(c4cccc(Cl)c4)CC3)C2)c1O (stereo not given)
    -19% | 28% | -11% | -8% | -13% | 17% | -4% | -5% | 6
> CCOC(=O)C1=C(N)n2c(s/c(=C\c3ccco3)c2=O)=C(C(=O)OCC)C1c1ccco1 (stereo not given)
    19% | ? | -8% | -11% | -19% | ? | -29% | -19% | 2
> CC(CCc1ccccc1)NC(=O)CSc1n[nH]c(-c2ccccc2Cl)n1 (stereo not given)
    i | -29% | 4% | -1% | ? | . | -4%[60.1 µM] | -14% | -23
> CN(C)C(=O)c1c(C(F)(F)F)nn(C)c1Cl
    0% | 2% | 81%[activator] | -2% | 4% | 14% | -3% | -20% | -11
> CCN(CC)CCNC(=O)c1ccc(Cl)c(S(=O)(=O)N2CCCCCC2)c1
    -3% | 15% | ? | 1% | -16% | 16% | -2% | -8% | -11
> COc1ccc(-c2c[n+]3c4n2CCCCC4=C(c2ccc(Br)cc2)C3)cc1
    -1% | 25µM* | ? | -10% | -9% | 8% | -2% | 1% | 6
> Cc1nn(CC(=O)NCCCN2CCOCC2)c(C)c1[N+](=O)[O-]
    -2% | -19% | 27% | 0% | -10% | 1% | 1% | -14% | -8
> CC1Cc2cc(S(=O)(=O)CCC(=O)Nc3cccc(F)c3)ccc2N1C(=O)C1CC1 (stereo not given)
    -6% | 1% | 20% | 1% | -13% | . | -18% | -11% | 13
> COc1ccccc1CCNC(=O)C1CCC(=O)N(C2CCCCCC2)C1 (stereo not given)
    -7% | -3% | 18% | 2% | -4% | 8% | -7% | -13% | -2
> CC(C)[C@H](NC(N)=O)C(=O)Nc1cccc([N+](=O)[O-])c1
    0% | -1% | 38%[activator] | -5% | 3% | -7% | 3% | -17% | -25
> Cn1c(SCc2nc3ccccc3c(=O)[nH]2)nc2ccccc21
    i | -24% | 96%[activator] | 4% | -11% | 5% | 6% | -4% | 3
> CN(C)S(=O)(=O)CC12CCC(CC1=O)C2(C)C (stereo not given)
    -8% | 22% | 9% | 0% | -3% | 12% | -3% | 1% | 9
> COC(=O)c1ccc(NC(=O)CSc2nnc(C)n2CC2CCCO2)cc1 (stereo not given)
    5% | 37% | 131%[activator] | -2% | -5% | 30% | -11% | -25% | -6
> Cc1cc(C(=O)Nc2cccnc2Cl)on1
    2% | -2% | 27% | -2% | -5% | 0% | -7% | -6% | 0
> CCOc1ccc(S(=O)(=O)/N=C(/Nc2ccc(S(N)(=O)=O)cc2)c2ccccc2)cc1
    -3% | . | 17% | . | . | -6% | 2% | -14% | -7
> CCOc1ccc(C(=O)OC2CCCN(C)C2)cc1 (stereo not given)
    -4% | 55% | 31%[activator] | -2% | -3% | 34% | 3% | -16% | 5
> C/C(=N/O)c1cc(C(C)(C)C)c(O)c(C(C)(C)C)c1
    1% | 14% | 16% | -2% | 5% | 2% | -4% | 6% | -22
